DRD3 antagonist – blocks the human D3 dopamine receptor; P35462; D3R cells, DiscoveRx beta-arrestin luminescence, antagonist mode; stronger effect = lower value; max response, negative = inhibition, %; 2.5% of 360,000 active; AID 652054; in the data active = max response below about -50%; inconclusive = no clear call, values can overlap the other calls; also: % is scaled to controls: 0 for no effect and ±100 for the full control effect; mostly tested at two doses, the higher about 12 µM
Target sequence (P35462 whole entry, looked up): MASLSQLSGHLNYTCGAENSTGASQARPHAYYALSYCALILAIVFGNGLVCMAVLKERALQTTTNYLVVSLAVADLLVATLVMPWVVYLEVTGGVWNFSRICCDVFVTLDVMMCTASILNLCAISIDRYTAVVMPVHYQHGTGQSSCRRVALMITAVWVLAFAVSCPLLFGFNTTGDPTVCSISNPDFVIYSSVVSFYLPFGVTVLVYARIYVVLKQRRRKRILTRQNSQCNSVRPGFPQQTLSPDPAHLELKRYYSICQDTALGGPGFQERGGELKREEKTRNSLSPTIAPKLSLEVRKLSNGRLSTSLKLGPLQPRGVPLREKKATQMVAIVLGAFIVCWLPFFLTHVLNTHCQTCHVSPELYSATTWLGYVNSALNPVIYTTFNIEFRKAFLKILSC
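Cells plated overnight at 1500 cells/well, then exposed to library compounds with dopamine controls for 90 minutes at 37 degrees C. DiscoveRx reagent added for 30–60 minutes at room temperature; luminescence read, quantitative HTS format.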
GLP-1R agonist – activates the human GLP-1 receptor | P43220 | 0.007% of 380,000 active | Potency, µM (titrated, usually from 45.6 µM), for inactives: at the top dose activation, most hits filed as activators | HEK293 GLP-1R CRE-luciferase, luminescence, 4-6 h; cells express a hypersensitive GLP-1R form; also: potency is read from the fitted curve at half-maximal effect; % of control where 0% means no effect
HEK293 tox – cytotoxic in the GLP-1 receptor inverse agonist counter-screen; HEK293 cAMP-luciferase reporter cells, luminescence, 24 h; Potency, µM (doses to about 38.3 µM), for the others: top-dose activity change, negative = inhibition, usual class: inhibitors; 0.13% of 410,000 active; AID 624418;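 also: loss of luciferase light is scored as toxicity; potency is read from the fitted curve at half-maximal effect; % is scaled to controls: 0 for no effect and ±100 for the full control effect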
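1536-well qHTS counterscreen of the MLSMR; 200 cells/uL, 12 h pre-incubation, 23 nL cpd, 24 h at 37 deg C 5% CO2, luciferase detection reagent, 12 min RT, luminescence. Inhibition = undesired.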
GLP-1R inv ag – inverse agonists of human GLP-1 receptor | P43220 | HEK293 GLP-1R CRE-luciferase, luminescence, 24 h; GLP-1R form is constitutively active | Potency, µM (top dose mostly 38.3 µM), for inactives: at the top dose activity change, negative = inhibition, usual class: inhibitors | 1.6% of 410,000 active; also: potency is read from the fitted curve at half-maximal effect; % is scaled to controls: 0 for no effect and ±100 for the full control effect; nearly all actives have a fitted effect of over 55% in size
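Inverse agonists were sought by their lowering of basal cAMP reporter luciferase output in HEK293 cells stably carrying constitutively active human GLP-1R, after 24 h compound treatment.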
WRN inhibitor – blocks human WRN helicase. Q14191. WRN helicase unwinding, fluorescent forked duplex, kinetic. Potency, µM (top dose mostly 114 µM), for the others: at the top dose activity change, negative = inhibition, usual class: inhibitors. 0.46% of 360,000 active; also: potency is read from the fitted curve at half-maximal effect; % is scaled to controls: 0 for no effect and ±100 for the full control effect; nearly all actives have a fitted effect of over 55% in size
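WRN at 20 nM final preincubated with compound 15 min at room temperature; reaction started with 100 nM fluorophore/quencher forked duplex oligonucleotide and 2 mM ATP final. Unwinding followed kinetically by red fluorescence (ex 525, em 598 nm).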
PLK1 PBD block – inhibitors of human PLK1 polo-box domain binding; Potency, µM, inactives show max response, negative = inhibition, usual class: inhibitors; 2.8% of 360,000 active; AID 720504; Plk1 PBD binding of FITC phosphopeptide, fluorescence polarization; P53350; also: potency is read from the fitted curve at half-maximal effect; series mostly up to about 57 µM; % is scaled to controls: 0 for no effect and ±100 for the full control effect; nearly all actives have a fitted effect of over 65% in size
PI5P4Ka inh – inhibitors of human PI5P4K alpha | PI5P4Kalpha enzyme, ADP-Glo luminescence, 60 min; stronger effect = lower value | 1.2% of 330,000 active | max response, %; active = max response of -50% or lower; inconclusive = between -30% and -50%; inactive = -30% or higher; also: value at the top dose of about 77 µM; % is scaled to controls: 0 for no effect and ±100 for the full control effect
Target sequence (P48426 whole entry, looked up): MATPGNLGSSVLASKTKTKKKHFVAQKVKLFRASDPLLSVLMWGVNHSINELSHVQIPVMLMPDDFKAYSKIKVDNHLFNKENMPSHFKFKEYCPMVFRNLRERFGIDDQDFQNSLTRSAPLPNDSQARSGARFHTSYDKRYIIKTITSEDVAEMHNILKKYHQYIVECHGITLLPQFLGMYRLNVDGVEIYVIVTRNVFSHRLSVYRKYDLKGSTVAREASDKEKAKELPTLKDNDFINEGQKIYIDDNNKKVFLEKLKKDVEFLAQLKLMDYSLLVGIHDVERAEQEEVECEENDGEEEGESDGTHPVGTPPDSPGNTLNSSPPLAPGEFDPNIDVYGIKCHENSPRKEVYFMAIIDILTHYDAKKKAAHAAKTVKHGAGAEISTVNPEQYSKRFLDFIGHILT
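Quantitative HTS of the MLSMR library against PI5P4Kalpha with substrate. ATP added last at 5 microM final; room temperature, 60 minutes. Remaining ATP depleted, ADP converted and read as luminescence.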
IL2 activator – IL-2 activation | IL-2 activation reporter assay, cell-based qHTS; stimulated with anti-CD3/CD4/CD28 beads; in transgenic mouse T cells | activation, % (series mostly up to about 46 µM) | 0.065% of 360,000 active | AID 652025; in the data active = activation above about 50%; inconclusive = mostly about 30% to 49%; also: 0% is about no effect
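Unstimulated transgenic mouse T cells preincubated 60 min with compound, then stimulated with anti-CD3/anti-CD4-coated beads plus anti-CD28 for 18 h at 37 degrees C. IL-2 response read as EGFP and DsRed fluorescence by plate cytometry.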
DRD3 agonist – activates the human D3 dopamine receptor | P35462 | D3R DiscoveRx beta-arrestin cells, luminescence, 90 min | max activation, % | 0.58% of 410,000 active | AID 652048; in the data active = max activation above about 30%; also: 0% is about no effect; mostly tested at two doses, the higher about 12 µM
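Cells at 1500/well, incubated overnight, then treated with pinned compounds (dopamine as control) for 90 min at 37 degrees C. DiscoveRx reagent added for 30 - 60 minutes at room temperature; luminescence read.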
Starred values were filed as active, the others as inactive; ? = inconclusive; . = no result given; [ ] = another dose, or the depositor's remark. Unless noted, calls follow the shape of the dose curve; as a rule, active = well fitted curve in the direction sought with a large enough effect; inconclusive = small, poorly fitted or top-dose-only effect, or another doubt; inactive = no such curve, though single readings can be large; an effect the other way counts as inactive or inconclusive.

SMILES | DRD3 antagonist | GLP-1R agonist | HEK293 tox | GLP-1R inv ag | WRN inhibitor | PLK1 PBD block | PI5P4Ka inh | IL2 activator | DRD3 agonist
O=C(NNC(=S)NC1CCCCC1)c1ccccc1Cl | 16 | 0% | ? | 10% | 2%[57.1 µM] | -1% | 1 | 0.4 | -13
COc1ccccc1NC(=O)NNC(=O)CCc1ccccc1 | 20 | -2% | -11% | 13% | 0% | 4% | 4 | -2.3 | 1
CCOc1ccccc1N1CCN(C(=O)c2ccccc2SCC(=O)N2CCCC2)CC1 | 14 | 2% | 4% | -17% | -13% | -27% | -3 | -1.9 | -1
Cc1nnn(-c2nonc2N)c1C(=O)NNC(=O)c1ccc(Cl)c(Cl)c1 | 6 | 10% | 0% | 38%[activator] | -8% | -11% | 3 | -0.9 | 8
CCOc1ccc(-n2nnc3c(=O)n(CC(=O)c4ccccc4)cnc32)cc1 | -11 | -3% | 2% | 3% | 0% | -4% | 4 | -2.0 | 1
O=C(CSc1oc(-c2ccc(F)cc2)nc1S(=O)(=O)c1ccccc1)NCC1CCCO1 (configuration not stated) | -16 | 4% | -15% | -9% | -2% | -10% | -5 | -0.3 | -5
CN(C)c1ccc(/C=C(\C#N)C(=O)Nc2nc3c(s2)CCN(Cc2ccccc2)C3)cc1 | ? | -6% | 37%[activator] | -1% | -26% | 20% | . | 59* | -7
CCCCCOC(=O)Nc1nnc(CCC)s1 | -9 | 3% | 2% | 0% | 5% | -14% | -1 | -2.9 | -5
CNc1oc(-c2ccc(Cl)cc2)nc1C#N | -7 | 5% | 7% | 10% | -23% | -15% | -5 | -0.4 | -2
CN1CCCC(OC(=O)/C(C#N)=C/c2ccccc2)C1 (configuration not stated) | 4 | 4% | 3% | 0% | 1% | -4% | -1 | 1.5 | 4
COCCn1c(-c2ccc(Cl)cc2)cnc1SCC(=O)NCc1cccs1 | ? | 9% | -19% | ? | 10% | -9% | -8 | -0.6 | -2
COC(=O)[C@]1(Cc2ccccc2)N[C@H](CN(C)C(=O)c2ccc(F)cc2)[C@@H]2C(=O)N(Cc3ccccc3)C(=O)[C@@H]21 | -13 | 2% | -9% | -2% | 9% | -8% | 1 | 0.3 | 9
Cc1cc(-c2csc(NC(=O)C3=COCCO3)n2)c(C)n1C | 14 | -5% | -4% | 1% | 8%[11.6 µM] | ? | -4 | 1.0 | 6
CCOC(=O)c1c(NC(=O)CSc2nnc(C)c(=O)[nH]2)sc(C)c1-c1ccc(C)cc1 | -19 | 4% | -6% | ? | ? | 24µM* | -19 | 0.4 | 0
CCOC(=O)N1CCN(CC(=O)Nc2ccc(F)cc2)CC1 | 8 | 6% | 5% | ? | -10% | -15% | -1 | -1.0 | -3
CC(=O)Nc1ccc(S(=O)(=O)Nc2ccc(N3CCCCC3)cc2)cc1 | 3 | 8% | -21% | ? | 0% | -3% | 0 | -1.1 | 12
CSC1=N/C(=C/c2cccnc2)C(=O)N1Cc1ccc(Cl)cc1 | -16 | 2% | 10% | 11% | -1% | -18% | 2 | 0.8 | -3
COc1ccccc1Sc1ccccc1/C=N/NC(N)=O | 6 | 9% | -13% | 5% | 7% | 1% | -7 | -2.5 | 0
Cc1ccc(NC(=O)CCCCCN2C(=O)[C@@H]3Cc4ccccc4CN3C2=O)c(Cl)c1 | 16 | 6% | -3% | ? | -3% | -8% | 14 | -5.2 | 9
Cc1cccc(NC(=O)CNC(=O)c2ccc(S(=O)(=O)NCc3ccco3)cc2)c1C | -7 | -3% | -2% | 7% | 8% | -16% | 1 | -0.7 | -4
C/C(CS(=O)(=O)c1ccc(Cl)c(Cl)c1)=N/NC(N)=S | 1 | 2% | ? | -20% | -19% | -16% | -14 | 3.7 | -1
NC(=O)Cn1nnc(-c2ccc(CN3CCCCC3)cc2)n1 | 10 | -5% | -12% | 10% | 1% | -3% | 1 | -0.3 | 7
Cc1cc2c3ccccc3ncn2n1 | -16 | -2% | 9% | 13% | 5% | -1% | 3 | -0.6 | -3
COC(=O)NNC(=O)c1ccccc1C | 8 | 2% | 6% | 4% | 1% | 2% | . | 0.6 | -11
O=C1CNC(=O)c2cc(Cl)ccc2N1 | 14 | 0% | -26% | 6% | 3% | 5% | 3 | -0.7 | 2
CSc1ccccc1C(=O)NC1CCCN(Cc2ccccc2F)C1 (configuration not stated) | 20 | -1% | -10% | ? | -6% | -8% | 6 | -1.7 | -9
COc1ccccc1N1CCN(C(=O)c2cc(-c3cccs3)on2)CC1 | 10 | -1% | 0% | ? | -11% | -5% | 7 | -0.2 | -3
O=C(Nc1ccccc1)c1cccc(N2C(=O)CCC2=O)c1 | 23 | 2% | -2% | 3% | -20% | -2% | -8 | -0.7 | -7
O=C1CCCCC(=O)[C@H](OC(=O)c2ccccc2)C[C@H](c2ccccc2)O1 | -21 | 1% | -1% | 16% | 4% | -3% | 1 | 0.2 | -5
CN(CC(=O)Nc1ccccc1C(F)(F)F)C(=O)COc1ccccc1Cc1ccccc1 | 4 | 5% | -19% | ? | -13% | -1% | 7 | 0.3 | 2
COC(=O)[C@@]1(Cc2ccccc2)[C@H]2C(=O)N(C)C(=O)[C@H]2[C@H]2CN=C(SCc3ccccc3)N21 | ? | -1% | -1% | 20% | 2% | -17% | -13 | -0.2 | 0
CC(C)OCCCNC(=O)CN1CCN(Cc2ccccc2Cl)C1=O | -15 | 3% | 6% | 2% | -23% | 3.4µM* | ? | -0.6 | -9
CCCCCCC1CC(CSC(=N)N)OC1=O (configuration not stated) | -59* | -10% | ? | ? | -6% | -4% | 14 | 0.9 | -2
CC1(C(=O)NC2CCc3ccccc32)CCN1CCc1ccccc1 (configuration not stated) | 0 | 15% | 4% | ? | -2% | 0% | -3 | -0.7 | -8
O=C(NCc1ccco1)c1ccccc1-c1nc(-c2ccc(F)cc2)no1 | 8 | 28% | 6% | -20% | -1% | -19% | -1 | -0.4 | 0
S=c1[nH]nc(-c2ccc3ccccc3n2)o1 | 10 | 12% | -2% | 7% | -20% | -12% | ? | -0.3 | 1
O=C(O)CCC(=O)Nc1ccc(Cc2ccc(NC(=O)CCC(=O)O)c(O)c2)cc1O | -13 | 2% | -5% | -1% | -9%[57.1 µM] | -5% | -5 | 1.0 | 0
CC(C)(C)N(Cc1ccccc1)C(=O)COC(=O)c1ccccc1SCC(=O)N1CCCC1 | 32 | 16% | -10% | ? | -1% | 1% | 5 | -6.0 | 5
CCCCN1C[C@H](C)[C@@H](CC(=O)Nc2ccccc2)C1=O | 4 | 7% | -33% | 3% | 2% | -2% | 3 | -0.9 | 1
COc1cc(NC(=O)c2ccc(-c3cn[nH]c3)c3ccoc23)cc(OC)c1OC | 77 | -2% | -12% | -23% | -15% | -2% | 7 | 0.4 | 8
CCc1nc2ccc(C(=O)NCc3ccccc3)cc2nc1CC | 1 | 15% | 1% | 13% | -4% | 2% | -2 | 0.6 | 0
COc1cccc(CNC(=O)C(c2ccc(Cl)cc2)C(C)C)c1 (configuration not stated) | -6 | -10% | 1% | 0% | 6% | 0% | -6 | -2.8 | 12
CCn1ccnc1CN1CCC(n2nccc2NC(=O)c2ccccc2OC)CC1 | 1 | 0% | 0% | 10% | 7% | -10% | -1 | -1.5 | 5
CCOC(=O)N1CCN(C(=O)COC(=O)CSc2ccc([N+](=O)[O-])cc2)CC1 | -52* | 0% | 15% | 2% | -24% | ? | -9 | 1.0 | 2
Cc1ccc2nc(NCCCO)[nH]c2c1 | -22 | -9% | 0% | 18% | -21% | 0% | -3 | -0.1 | 1
O=C(O)c1ccc(-c2nnc(-c3ccccc3)o2)cc1 | -20 | -1% | 0% | -21% | 10% | 4% | -9 | -1.9 | -4
CCOc1ccc2[nH]c(=O)c(CN(Cc3nnnn3Cc3ccccc3)CC3CCCO3)cc2c1 (configuration not stated) | 7 | 1% | -5% | 0% | -9%[57.1 µM] | -10% | . | -2.4 | -1
COc1ccc(C(C)(O)c2nc(-c3ccc(F)c(Cl)c3)cs2)cc1 (configuration not stated) | -2 | 5% | -13% | ? | -10% | -3% | 28 | -0.4 | -2
CC1(C)CC(CCN)(Cc2ccccc2Cl)CCO1 (configuration not stated) | 21 | 11% | -16% | ? | -1% | 5% | 2 | 0.0 | 3
COc1ccc(OC)c(C2C3=C(CCCC3=O)Nc3nnnn32)c1 (configuration not stated) | -9 | 1% | 0% | 21% | 13% | -5% | -1 | -1.3 | 1
COc1ccc(OC(=O)Cc2cccc3ccccc23)cc1 | -9 | 11% | -8% | -8% | -4% | -8% | -1 | 1.4 | -4
OCC[C@@H]1C[C@H](O)[C@@H](O)[C@@]2(CCc3ccccc3CO2)O1 | 28 | -5% | 11% | -14% | -3% | -8% | 6 | -0.1 | -13
N#CCC(=O)Nc1cc(C(F)(F)F)ccc1N1CCOCC1 | -18 | 3% | 12%[7.66 µM] | -1%[7.66 µM] | 3% | 4% | 1 | -0.8 | -13
O=C(CSc1nnnn1C1CCCC1)Nc1ccccc1N1CCOCC1 | -6 | -5% | 3% | -13% | -3% | -8% | -4 | -0.7 | -1
COc1ccc(NC(=S)NC(C)c2ccncc2)cc1OC (configuration not stated) | -10 | 10% | -3% | 44%[activator] | -5% | -6% | 0 | -1.3 | 14

Among those listed so far, these have a furan ring, fused or not.
SMILES | DRD3 antagonist | GLP-1R agonist | HEK293 tox | GLP-1R inv ag | WRN inhibitor | PLK1 PBD block | PI5P4Ka inh | IL2 activator | DRD3 agonist
Cc1cccc(NC(=O)CNC(=O)c2ccc(S(=O)(=O)NCc3ccco3)cc2)c1C | -7 | -3% | -2% | 7% | 8% | -16% | 1 | -0.7 | -4
O=C(NCc1ccco1)c1ccccc1-c1nc(-c2ccc(F)cc2)no1 | 8 | 28% | 6% | -20% | -1% | -19% | -1 | -0.4 | 0
COc1cc(NC(=O)c2ccc(-c3cn[nH]c3)c3ccoc23)cc(OC)c1OC | 77 | -2% | -12% | -23% | -15% | -2% | 7 | 0.4 | 8
